KCNK3 block – human KCNK3 channel inhibition, primary screen. B-score at 10 µM. O14649. CHO-KCNK3 thallium flux, FluxOR fluorescence; active compounds read low. actives 0.84% (n = 340,000);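 active = B-score under library mean minus 4 SD, starting fluorescence ratio at most library mean plus 5 SD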;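 note: more negative B-score means stronger inhibition of thallium flux through KCNK3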
KCNK9 block – inhibitors of human KCNK9 two-pore domain potassium channel | Q9NPC2 | B-score at 10 µM | actives 1.2% (n = 310,000) | HEK293 KCNK9, FluxOR thallium flux fluorescence; active compounds read low;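 active = ratio B-score over 3 SD below the library mean, with starting fluorescence within 5 SD of its mean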;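 note: negative B-score means less thallium flux so channel inhibition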
HDAC3 inhib – inhibitors of human histone deacetylase 3; O15379; recombinant HDAC3, fluorogenic peptide/trypsin coupled, fluorescence; inhibition, % at 8.3 µM; actives 0.15% (n = 320,000); AID 2718; in the data active = inhibition above about 26%, passing the limit was not always enough
hERG protect – hERG (human) protection from proarrhythmic block; CHO-hERG, FluxOR thallium flux, dofetilide IC70 present; activation (rescue from dofetilide block), less the hit threshold, % at 10 µM; actives 0.51% (n = 310,000);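 active = activation above the mean of controls blocked by dofetilide plus 5 SD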;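 note: thallium influx through hERG after potassium depolarization seen as dye fluorescence rise; in these data hits start at about 4.7%; inactives centre near -7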
Target sequence (Q12809 whole entry, looked up): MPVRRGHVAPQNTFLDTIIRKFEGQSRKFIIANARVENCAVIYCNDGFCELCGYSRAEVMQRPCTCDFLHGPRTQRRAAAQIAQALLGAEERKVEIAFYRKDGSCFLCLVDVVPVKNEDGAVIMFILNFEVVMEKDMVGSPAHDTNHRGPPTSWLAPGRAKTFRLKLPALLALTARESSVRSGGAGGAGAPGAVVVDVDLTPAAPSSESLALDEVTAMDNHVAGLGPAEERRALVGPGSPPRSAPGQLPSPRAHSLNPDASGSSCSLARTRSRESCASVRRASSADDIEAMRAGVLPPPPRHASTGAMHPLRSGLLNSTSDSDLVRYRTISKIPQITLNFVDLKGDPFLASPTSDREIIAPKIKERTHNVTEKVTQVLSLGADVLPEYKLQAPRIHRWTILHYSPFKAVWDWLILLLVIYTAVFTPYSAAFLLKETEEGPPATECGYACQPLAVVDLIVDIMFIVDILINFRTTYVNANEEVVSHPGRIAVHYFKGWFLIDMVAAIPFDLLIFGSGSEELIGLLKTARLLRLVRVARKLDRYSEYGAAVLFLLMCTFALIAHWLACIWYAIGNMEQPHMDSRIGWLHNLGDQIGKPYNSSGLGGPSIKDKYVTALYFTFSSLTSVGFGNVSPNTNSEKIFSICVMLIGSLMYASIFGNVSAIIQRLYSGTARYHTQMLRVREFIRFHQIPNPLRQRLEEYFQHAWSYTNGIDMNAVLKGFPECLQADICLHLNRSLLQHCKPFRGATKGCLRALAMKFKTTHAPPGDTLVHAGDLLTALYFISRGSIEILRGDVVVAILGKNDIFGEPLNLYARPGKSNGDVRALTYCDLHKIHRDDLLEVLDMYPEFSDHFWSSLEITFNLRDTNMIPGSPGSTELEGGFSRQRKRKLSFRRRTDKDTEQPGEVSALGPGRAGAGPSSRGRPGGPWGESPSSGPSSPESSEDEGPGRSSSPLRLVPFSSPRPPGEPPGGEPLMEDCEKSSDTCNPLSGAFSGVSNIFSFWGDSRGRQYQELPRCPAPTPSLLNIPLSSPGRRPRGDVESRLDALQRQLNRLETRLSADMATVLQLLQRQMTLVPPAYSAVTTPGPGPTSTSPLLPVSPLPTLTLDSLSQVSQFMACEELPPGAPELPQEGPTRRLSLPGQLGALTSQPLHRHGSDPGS
KCNQ1 inh – inhibitors of human KCNQ1 potassium channel | AID 2642 | actives 1.3% (n = 310,000) | CHO-K1 KCNQ1, FluxOR thallium flux fluorescence; active compounds read high | B-score at 10 µM | P51787;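 active = compounds whose thallium flux B-score, printed positive for inhibition, exceeds three library SD while starting fluorescence stays within three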;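 note: channel opened by potassium depolarization with thallium stimulus after 20 min compound exposure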
GSK3beta inhib – human GSK3beta kinase inhibition | actives 0.038% (n = 300,000) | GST-GSK3beta kinase, ADP-Glo luminescence, 60 min; active compounds read low | activity score (negative = inhibition), % at 10 µM;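 active = more than half of replicate wells score below -50%, meaning over 50% inhibition versus plate controls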;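 note: 0% = median DMSO wells and -100% = median GW8510 positive control wells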
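Test system: GST-fused GSK3beta enzyme, cell-free | Quantity: 1.6 ng GST-GSK3beta enzyme per well | Reagent: 25 µM ATP with peptide substrate | Schedule: 60 min enzyme reaction, room temperature | Signal: Luminescent ADP-Glo measurement of ADP formed | Read-out basis: Score relative to plate controls | Control set: DMSO and 20 µM GW8510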
Dyrk1A ADPGlo – inhibitors of rat Dyrk1A kinase; actives 0.43% (n = 310,000); AID 504441; inhibition, % at 12.5 µM; ADP-Glo luminescence, NFATc1 peptide; Q63470; in the data active = inhibition above about 50%;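 note: plate controls were vehicle with enzyme for no effect and no enzyme for full effect; many of its hits are not listed in these tables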
GSK3 alpha inh – blocks human GSK-3 alpha kinase | P49840 | ADP-Glo luminescence, 60 min | inhibition, % at 10 µM | actives 0.1% (n = 320,000) | AID 2650;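 in the data active = inhibition above about 50%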;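 note: GST-tagged GSK-3 alpha with peptide substrate and 25 µM ATP; 0% = DMSO neutral wells and 100% = GW8510 positive control wells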
RGS4 act – potentiators or activators of RGS4; actives 0.92% (n = 310,000); B-score at 10 µM; HEK293 M3R/inducible RGS4, carbachol calcium flux Fluo4; active compounds read low;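 active = B-score of the integrated calcium signal more than 4 SD below the library mean, with starting fluorescence not abnormally high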;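 note: negative B-score means reduced calcium response which marks RGS4 activation or potentiation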
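System: HEK293 FlpIn-TREx cells, stable M3R, doxycycline-inducible RGS4. Timing: overnight RGS4 induction, 30 min dye load 37 °C, 20 min compound RT. Also added: carbachol, ECmax concentration. Measured by: Fluo4 fluorescence kinetic imaging of calcium. Evaluation: integrated calcium ratio converted to B score.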
KCNQ1 act – human KCNQ1 channel potentiation or activation; actives 0.35% (n = 310,000); CHO-K1 KCNQ1, thallium flux FluxOR fluorescence; active compounds read high; AID 2648; P51787; B-score at 10 µM;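 active = fluorescence ratio B-score, a plate-corrected score, at least three library SD, with initial intensity B-score within 5 SD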
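Medium – assay buffer, equal DMSO in all wells · Material – CHO-K1 cell line with stable KCNQ1 potassium channel expression · Signal – kinetic FluxOR thallium fluorescence, 10-s 1-Hz baseline, 110-s post-stimulus read · Compound – single concentration per compound, DMSO matched to controls · Schedule – 37 °C overnight plating, 90-min dark dye load, 20-min compound pretreatment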
PolyA inh – yeast polyadenylation inhibition; calls only at 12 µM; actives 0.02% (n = 300,000); S. cerevisiae SKY197-pL101 polyadenylation reporter, beta-gal luminescence; efflux-impaired pdr1/pdr3 knockout yeast; score 100 = 6 SD above DMSO;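 active = lowest replicate activity score at least 50, where 100 means six control SD above control mean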;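 note: yeast exposed to compound for 9 h at 30 °C; higher score means more reporter readthrough which indicates perturbed polyadenylation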
Numbers without * were called inactive; i = inactive; . = no result given. Only part of the results is shown (hit frequency here may not be typical).

SMILES	KCNK3 block	KCNK9 block	HDAC3 inhib	hERG protect	KCNQ1 inh	GSK3beta inhib	Dyrk1A ADPGlo	GSK3 alpha inh	RGS4 act	KCNQ1 act	PolyA inh
CC(=O)/C(=C/Nc1ccc(Oc2ccccc2)cc1)c1ccccc1	i	i	7	-15	i	-2	3	-3	i	i	i
CCn1nc(C)c(/C=N/NC(=O)c2nc3nc(C)cc(C)n3n2)c1C	i	i	6	-7	i	0	.	-2	i	i	i
Cc1cccc(-n2ncc3c2CCCC3NC(=O)CCN2CCCO2)c1C (centres undefined)	i	i	10	-10	i	-1	2	-1	i	i	i
CC[C@@]12C(=O)N(c3cccc(F)c3)C(=O)N1[C@H](c1ccc(Cl)cc1)[C@@H]1C(=O)N(C3CCCCC3)C(=O)[C@@H]12	i	i	13	-7	i	1	3	.	i	i	i
O=C1/C(=C/c2ccccc2)SC(=S)N1CCCC(=O)N1CCCCC1CCO (centres undefined)	i	i	-3	-11	i	1	.	-1	i	i	i
Cc1cc(C(=O)CSc2nn3c(=O)c(C(C)(C)C)nnc3s2)c(C)n1C	i	i	3	-10	i	-1	.	5	i	i	i
C/C(=N\O)C(C)(C)Nc1ccc(Br)cc1	i	i	-1	-10	i	-1	.	-1	i	i	i
O=C(N[C@@H](Cc1ccc(O)cc1)C(=O)O)c1cccnc1	i	i	4	-2	i	3	6	-1	i	i	i
COc1cc(C(=O)NCCC(=O)NC2CCCc3ccccc32)cc(OC)c1OC (centres undefined)	i	i	0	-3	i	2	4	-2	i	i	i
CC(C)CN1C(=O)C(=O)N(CC(=O)N2CCN(c3ccccc3)CC2)C1=O	i	i	.	-5	i	1	-3	.	i	i	i
O=C(Nc1ccncc1)c1cc(S(=O)(=O)N2CCCCC2)ccc1Cl	i	i	-2	-12	i	2	0	-2	i	i	i
O=C(NCCCN1CCCC1=O)c1ccc(OCc2ccccc2)cc1	i	i	2	-10	i	-2	1	1	i	i	i
C=CCOc1ccc(/C=C/C(=O)OCC(=O)NC2CCCCCC2)cc1	i	i	4	-5	i	1	-4	0	i	i	i
CC(C)C1=Nc2cccc3cccc(c23)N1	i	i	-5	-8	i	-1	9	0	i	i	i
CCNc1ccc(Br)cc(C(=O)/C=C/c2ccc3c(c2)OCO3)c1=O	i	i	4	-10	i	-2	18	3	i	i	i
Cc1ccc(C(=O)Nc2nnc(C3CCCCC3)s2)o1	i	i	1	-10	i	-1	1	-2	i	i	i
Cc1cccc2cc(CN(CCN(C)C)C(=S)Nc3ccccc3)c(=O)[nH]c12	i	i	1	-1	i	3	9	0	i	i	i
Cc1cc(NC(=O)COc2cccc(Oc3ccccc3)c2)no1	i	i	-1	2	i	-3	-6	1	i	i	i
COCCCNC(=O)[C@H]1N2C(=O)c3ccccc3C2SC1(C)C (some centres undefined)	i	i	-1	-8	i	0	-3	-3	i	i	i
O=C(C[n+]1ccccc1)N/N=C/c1cccs1	i	i	2	-3	i	-2	5	.	i	i	i
O=C(CSc1nc2ccccc2c(=O)n1Cc1ccco1)N1CCCCCC1	i	i	13	-17	i	3	1	-2	i	i	i
CC(=O)c1nc(-c2ccccc2)sc1C	i	i	1	-18	i	1	3	-1	i	i	i
COc1ccc(Br)c(C(=O)Nc2cccc(Cl)c2Cl)c1	i	i	1	-5	i	-4	5	1	i	i	i
CCOC(=O)N1CCC(N2C(=O)c3ccccc3C2Nc2cc(C)cc(C)c2)CC1 (centres undefined)	i	i	4	-11	i	-1	1	-5	i	i	i
CC(NC(=O)NC1CCCCC1)c1ccccc1 (centres undefined)	i	i	.	7.3*	i	-3	3	1	i	i	i
(cont.)
SMILES	KCNK3 block	KCNK9 block	HDAC3 inhib	hERG protect	KCNQ1 inh	GSK3beta inhib	Dyrk1A ADPGlo	GSK3 alpha inh	RGS4 act	KCNQ1 act	PolyA inh
CC(NC(=O)CCCC1CCCCC1)c1ccc(S(N)(=O)=O)cc1 (centres undefined)	i	i	-6	-6	i	-7	1	-5	i	i	i
O=C(NCc1ccccc1)NC(=O)c1ccccc1F	i	i	-1	-7	i	-3	1	-3	i	i	i
Cc1cc(Br)ccc1NC(=O)CNC(=O)CN1C(=O)NC2(CCCCCC2)C1=O	i	i	.	-5	i	4	-1	-4	i	i	i
CCOC(=O)N1CCN(c2c(NCc3ccccc3OC)c(=O)c2=O)CC1	i	i	4	-5	i	0	3	-1	i	i	i
COc1ccccc1CN(C)CC(=O)NC1CCCc2ccccc21 (centres undefined)	i	i	-1	-8	i	-22	-4	7	i	i	i
COc1ccc2[nH]c(CN3CCN(CC(C)C)C(CCO)C3)c(C)c2c1 (centres undefined)	i	i	-1	-15	i	2	3	0	i	i	i
O=C1NCCCC1C(=O)N1CCN(C(=O)c2ccco2)CC1 (centres undefined)	i	i	-5	-1	i	-1	-5	-1	i	i	i
CNC(C)C#Cc1ccc2c(=O)c3cc(C)c(C)cc3oc2c1 (centres undefined)	i	i	-10	-9	i	-2	8	-2	i	i	i
O=C(CN1C(=O)c2ccccc2C1=O)Nc1ccccc1	i	i	9	-1	i	2	4	1	i	i	i
N=c1c(C(=O)NCc2ccc(F)cc2)cc2c(=O)n3ccccc3nc2n1CC1CCCO1 (centres undefined)	i	i	-422	-19	i	-2	3	-1	i	i	i
O=C(C1CCN(S(=O)(=O)c2cccc3nonc23)CC1)N1CCCCC1	i	i	-4	-13	i	.	0	-1	i	i	i
CC(C)CC(=O)/C=C/n1c(=S)oc2ccccc21	i	i	3	-4	i	0	3	1	i	i	i
C/C(=N/NC(=O)CCc1c(C)n[nH]c1C)c1cccc([N+](=O)[O-])c1	i	i	-1	0	i	5	1	1	i	i	i
C/C(=N\NC(=S)Nc1ccc(C)c(C)c1)c1ccc(N2CCOCC2)cc1	i	i	4	-7	i	8	.	6	i	i	i
COc1ccc(C(C)=O)cc1CN1C(=O)NC2(CCCC2)C1=O	i	i	4	-9	i	4	1	0	i	i	i
CN(C)CCOC1c2ccccc2-c2ccccc21	i	i	-4	-10	i	1	-3	1	i	i	i
Cc1ccc(NC(=O)CN2C(=O)N/C(=C/c3ccccc3OCc3cccc(C(=O)O)c3)C2=O)cc1	i	i	0	1	i	0	-7	0	i	i	i
O=C(O)CNC(=O)/C=C/c1ccc(Cl)cc1Cl	i	i	-8	0	i	-4	-46	0	i	i	i
O=C(NCCc1ccc(Cl)cc1)C1CCN(S(=O)(=O)c2ccc(-n3cnnn3)cc2)CC1	i	i	9	-10	i	2	2	0	i	i	i
O=C(c1ccco1)N1CCN(C(=S)Nc2ccccc2Cl)CC1	i	i	-2	-8	i	0	1	-1	i	i	i
CN(CCNC(=O)C1CC(=O)N(c2ccc(F)c(Cl)c2)C1)Cc1ccccc1 (centres undefined)	i	i	2	-6	i	-1	.	-1	i	i	i
O=C(O)CC12CC3CC(C1)CC(n1ncc(NCc4ccccc4Cl)c(Cl)c1=O)(C3)C2	i	i	2	-8	i	-1	0	-2	i	i	i
O=C(CN1C(=O)c2ccccc2S1(=O)=O)NC(Nc1ccccc1F)C(Cl)(Cl)Cl (centres undefined)	i	i	-2	-10	i	-2	-2	0	i	i	i
COc1ccc(C2=NOC(C(=O)Nc3cccnc3)C2)cc1OC (centres undefined)	i	i	-6	-2	i	2	3	-1	i	i	i
Cc1cc(-n2cnnn2)ccc1C(C)C	i	i	0	-5	i	0	2	-5	i	i	i
(further entries)
SMILES	KCNK3 block	KCNK9 block	HDAC3 inhib	hERG protect	KCNQ1 inh	GSK3beta inhib	Dyrk1A ADPGlo	GSK3 alpha inh	RGS4 act	KCNQ1 act	PolyA inh
O=C(N/N=C/C1CC2C=CC1C2)c1ccccc1O (centres undefined)	i	i	1	-6	i	3	8	-5	i	i	i
Cc1cccc(NC(=O)CSc2ncnc3sc(C)cc23)c1	i	i	-12	-11	i	3	-4	-4	i	i	i
CCCn1c(N)c(C(=O)COC(=O)c2c(C)noc2C)c(=O)n(C)c1=O	i	i	1	-11	i	0	0	1	i	i	i
COC(=O)C1=C(C)OC(N)=C(C#N)C1c1ccccc1 (centres undefined)	i	i	4	-1	i	0	0	0	i	i	i
c1ccc(Oc2cc(-n3cccn3)ncn2)cc1	i	i	-1	-10	i	-2	-3	-2	i	i	i
CCOC(=O)C1=C(C)N=c2s/c(=C\c3ccc(OC(C)=O)c(OCC)c3)c(=O)n2C1/C=C/c1ccccc1 (centres undefined)	i	i	22	-14	i	0	0	1	i	i	i
CC(C)c1ccc(NC(=O)C(c2ccccc2)N2CCN(C(=O)c3ccco3)CC2)cc1 (centres undefined)	i	i	-2	-7	i	-3	-3	-1	i	i	i
CCOc1ccc(NC(=O)N(CCN(C)C)C(C)c2cccnc2)cc1 (centres undefined)	i	i	0	-3	i	0	1	-1	i	i	.
CC(=O)c1cccc(NS(=O)(=O)c2c(C(=O)N3CCOCC3)c(C)n(C)c2C)c1	i	i	-3	-9	i	1	-7	-1	i	i	i
CCc1ccc(NC(=O)CCn2nc(C)c(S(=O)(=O)N3CCCCC3)c2C)cc1	i	i	4	-9	i	0	0	0	i	i	i
CCCNc1sc(S(=O)(=O)CCC)nc1S(=O)(=O)c1ccc(C)cc1	i	i	1	-19	i	0	-1	-2	i	i	i
COC(=O)NC(NC(=S)Nc1ccc([N+](=O)[O-])cc1)C(Cl)(Cl)Cl (centres undefined)	i	i	16	-8	i	-2	-5	1	i	i	i
CC(Nc1ccc(F)cc1F)C(=O)NC(=O)NC1CCCCC1 (centres undefined)	i	i	3	-5	i	0	4	-4	i	i	i
COCCNC(=O)C(OC(=O)CC1Sc2ccccc2NC1=O)c1ccncc1 (centres undefined)	i	i	-1	-4	i	-2	-1	-3	i	i	i
CCn1cc(C(=O)NCCCOC)c2cc(OC)c(OC)cc2c1=O	i	i	9	-6	i	0	6	-3	i	i	i
